# SSB-PriA inh = inhibitors of Klebsiella pneumoniae PriA binding to SSB C-terminal tail. AlphaScreen SSBct-PriA binding, biotinylated peptide. inhibition, % at 33 µM. 430,000 compounds, 0.6% hits; in the data active = inhibition mostly above about 37%, no sharp cut-off; inactive = mostly below about 20%;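 note: plate controls were negative control peptide for no effect and reference peptide for full effect; strong numbers were not always called active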
# Starred values were filed as active, the others as inactive; & = joins results of further samples. These rows are one share of the data; the hit share may differ from the screen's.
Molecule	SSB-PriA inh
Cc1nnc(NC(=O)c2sc3nc(-c4ccccc4)cn3c2C)s1	-13.0
Nc1c(C=C2C=CC(=O)C(O)=C2)c(=O)nc2sc(CC(=O)N3CCCCC3)nn12	-9.3
O=C(Cc1nnc(NC(=O)c2ccccc2)s1)NN=Cc1ccc(O)c(O)c1	-4.5
C=CCN1C(=O)C(C)(C)COc2cc(NC(=O)CC(C)(C)C)ccc21	11.0
Cc1cc(NC(=O)c2ccc(N3CCCCC3)nn2)on1	-9.0
CC(/C=C1\SC(=O)NC1=S)=C\c1ccccc1	31.0
COc1ccc(CNC(=O)N2CCN(Cc3nc(-c4cccs4)cs3)CC2)cc1	-4.0
COc1ccc(CC(=O)NN=C(C)c2cccc(NC(=O)C3CC3)c2)cc1	-5.5
O=C(CSc1ccc(NC(=O)C2CC2)nn1)Nc1nc2ccccc2s1	2.0
Nc1nnnn1N=Cc1ccccc1OCc1ccc(Cl)cc1	-11.5

# 3 compounds from above, arranged by SMILES length, ascending.
Molecule	SSB-PriA inh
COc1ccc(CC(=O)NN=C(C)c2cccc(NC(=O)C3CC3)c2)cc1	-5.5
O=C(Cc1nnc(NC(=O)c2ccccc2)s1)NN=Cc1ccc(O)c(O)c1	-4.5
Nc1c(C=C2C=CC(=O)C(O)=C2)c(=O)nc2sc(CC(=O)N3CCCCC3)nn12	-9.3

# Going on with the list:
Molecule	SSB-PriA inh
CCOC(=O)c1cn[nH]c1S(=O)(=O)NCc1ccc(F)cc1F	-22.0
CC(CC(=O)NCc1ccco1)=NNC(=O)Cc1ccc(-c2ccccc2)cc1	5.5
O=C(NCCc1ccco1)C(=O)NCC(c1cccs1)S(=O)(=O)c1ccc(Cl)cc1 (stereo not given)	12.0
CCOc1ccccc1NC(=O)N1CCC(Oc2cnccn2)CC1	-13.0
O=C(COc1ccccc1F)NCCn1ncc2c(=O)n(Cc3ccc(Br)cc3)cnc21	-4.0
S=c1[nH]nc(-c2ccco2)n1N=C/C=C/c1ccccc1	7.0
CCCCOc1ccc(CNC(=S)NN=Cc2ccc(OC)c(OC)c2)cc1	-11.9
O=C(Nc1cnn(CC2COc3ccccc3O2)c1)C1(c2cccs2)CCCC1 (stereo not given)	-4.0
COc1ccc(C(=O)Nc2c(N)nc(SCC(=O)Nc3nc(C)cs3)[nH]c2=O)cc1	-15.0
O=C(c1cnc2ccccc2n1)N(CC(F)(F)F)C1CCOCC1	-1.0
C=C(C)CNC(=S)NN=C(C)c1ccc(Cl)s1	5.2
CCOC(=O)C(=O)Nc1ccc([N+](=O)[O-])cc1C#N	21.0
O=C(Cn1cnc2c(nnn2Cc2ccccc2F)c1=O)Nc1cc(C(F)(F)F)ccc1Cl	-11.0
CC(C)Sc1cccc(-c2nnc(N)o2)c1	24.0
O=C(CCn1cnc2c([nH]c3ccccc32)c1=O)Nc1ccc(Cl)cc1	-10.0
COc1cc(/C=C/C(=O)NCCc2csc(-c3ccc(C(F)(F)F)cc3)n2)cc(OC)c1OC	6.0
Cc1ccc2nc(NN=Cc3ccccc3C#N)nc(-c3ccccc3)c2c1	1.6
CCOCC(=O)Nc1ccc(-n2ccnc2)nc1	-26.0
Cc1c(Cl)ccc2sc(N(CCN3CCOCC3)C(=O)c3ccnn3C)nc12	-4.0
CCc1cc(=O)[nH]c2nnc(SCC(=O)NCCOC)n12	4.0
Cc1ccccc1C(=O)NCCOc1cccc(C(F)(F)F)c1	-2.0
Cc1cc(OC2CN(C(=O)c3ccccc3C(F)(F)F)C2)cc(=O)n1C	3.0
Cn1cc(CC(=O)N2CCN(CCn3ccnc3)CC2)c2ccccc21	-5.0
O=C(NCCC(O)c1ccoc1)C1(c2ccccc2)CCOCC1 (stereo not given)	-20.0
COC(=O)C1=C(N)Oc2cc(C)n(Cc3ccccn3)c(=O)c2C1c1ccc(C(F)(F)F)cc1 (stereo not given)	6.0
O=C(NCc1ccc(F)cc1)NCC(O)(c1ccccc1)C1CC1 (stereo not given)	5.0
Cc1nccn1-c1cc(N2CCN(C(=O)COc3ccc(-n4cccn4)nn3)CC2)ncn1	-4.0
O=c1[nH]c(=O)n(CCc2ccc(F)cc2)c(O)c1C=NN1CCCCC1	-3.3
Cc1nc2c(C)cccn2c1C(O)=C1C(=O)C(=O)N(CCN(C)C)C1c1ccncc1 (stereo not given)	3.9
O=C(CN1CCC(c2nnc(C(F)(F)F)o2)CC1)N1CCOCC1	-1.0
COc1cccc(OCC(=O)Nc2ccc3c(c2)CN(C(C)=O)CC3)c1	-7.0
CC(C)Sc1ccc(CC(=O)NCCc2nc3c(c(C(F)(F)F)n2)CCCC3)cc1	-2.0
CCOC(=O)c1c(NC(=O)CCSc2nnc(C)s2)sc2c1CCC(C)C2 (stereo not given)	6.0
CCOc1ccc(-c2cc(=O)n(CC(=O)N(Cc3ccccc3)c3ccccc3)cn2)cc1	-8.0
O=C(c1ccc[nH]c1=O)N1CCN(c2ccc(-c3noc(C4CC4)n3)cn2)CC1	-3.0
O=C(c1ccccc1Cl)N1CCCC(c2nnc(-c3ccc4c(c3)OCO4)o2)C1 (stereo not given)	-9.0
COc1cc(C=NNC(=O)OC(C)(C)C)ccc1OC(=O)c1ccco1	-7.6
Cn1cccc1CN(Cc1cccs1)S(=O)(=O)c1ccc2oc(=O)n(C)c2c1	-9.0
Cn1nccc1C(=O)Nc1nnc(C2CCCCC2)o1	9.0
O=C(CN1NC(=C2CC2)C=CC1=O)Nc1nc(-c2ccccn2)cs1	31.2
O=C(Nc1cccc(-c2nc3ccccc3o2)c1)c1nc2ccccc2s1	-12.0
O=c1[nH]c2cc(S(=O)(=O)NC[C@]3(O)CCc4ccccc4C3)ccc2o1	-13.0
O=C(NN=Cc1ccc(Br)s1)c1ccccc1[N+](=O)[O-]	-5.6
COc1cccc(OCC(=O)NCC#CCOc2ccccc2OC)c1	-19.0
Cc1nc2ccc(Br)cc2c(-c2ccccc2)c1C1=NN(C(=O)C(C)C)C(c2ccccc2F)C1 (stereo not given)	3.0
O=C(NC[C@@](O)(c1cccs1)C1CC1)NC1CCCCC1	-6.0
ON=C(c1ccccn1)C1CC1c1ccccc1 (stereo not given)	-0.9
COc1ccc(C(=O)Nc2cc(C)nn2C)cc1OC	-5.0
COc1ccc(OC)c(-c2cc(C(=O)N3Cc4cncnc4C3)n(C)n2)c1	-16.0
Cc1ccc(C=NNC(=O)Cc2c[nH]c3ccccc23)c(C)c1	9.0

# The results go on:
Molecule	SSB-PriA inh
CC(C)OCCCNC(=O)Cc1cc(-c2cc3ccccc3o2)on1	-12.0
O=C(Nc1ccc2c(c1)N(C(=O)C1CCCO1)CC2)c1c(F)cccc1Cl (stereo not given)	6.0
Cc1nc(N(C)C)nc(C)c1NS(=O)(=O)Cc1ccccc1	4.0
CCCCN1C(=O)CCc2cc(NC(=O)COc3ccccc3F)ccc21	6.0
COCCn1nnn(-c2ccc(NC(=O)c3cccs3)cc2)c1=O	-20.0
CN(c1ccccc1)S(=O)(=O)c1ccc(C(=O)Nc2nnc(Cc3ccccc3)o2)cc1	6.0
Cn1nnn(-c2ccc(NS(=O)(=O)c3cccnc3)cc2)c1=O	-4.0
CN(C)c1ccc(CCNC(=O)Cc2cccs2)cc1	-5.0
CCNC(=O)[C@@H]1Cc2ccccc2N1C(=O)Cc1cccc2ccccc12	-8.0
Cc1cc(C)n(CCN(C(=O)c2ccccc2S(C)(=O)=O)c2nc3c(F)cc(F)cc3s2)n1	17.0
CN(C)CCNC(=O)NCC12CC3CC(C1)CC(c1ccccc1)(C3)C2	-5.0
Cc1noc(C)c1CC(=O)Nc1ccc2c(c1)CN(C(=O)c1cccs1)CC2	-3.0
CC(=O)Nc1ccc(NC(=O)Cn2cccc(-c3nc(-c4ccc(Cl)cc4)no3)c2=O)cc1	-8.0
O=C(CCNS(=O)(=O)c1ccccc1F)N1CC(Oc2nccs2)C1	-17.0
COc1ccc(-c2ccc(N3CCC(C(=O)Nc4nc(C)cs4)CC3)nn2)cc1	-3.0
COc1ccc(-c2cc3c(SCc4cccc(F)c4)nccn3n2)cc1	0.0
CCOC(=O)N1CCc2nc(NC(=O)CCCS(=O)(=O)c3ccccc3)sc2C1	-3.0
CN(C)C(CNS(=O)(=O)c1ccc(OC(F)(F)F)cc1)c1cn(C)c2ccccc12 (stereo not given)	-4.0
Brc1cc(I)c2ncccc2c1	-22.6
CSc1ccccc1CN1CCC(CNC(=O)COc2ccc(Cl)cc2)CC1	-5.0
Cc1cc(C)n(CCNC(=O)C2CCCN(c3ccc(-n4cncn4)nn3)C2)n1 (stereo not given)	-12.0
CCOc1ccc(C(=O)C2C(=O)N(c3ccccc3)N=C2C)cc1 (stereo not given)	-7.0
COc1cccc2sc(NC(=O)c3ccc(S(=O)(=O)N(C)Cc4ccco4)cc3)nc12	-3.0
Cc1cnc2n(c1=O)CC(C(=O)N1c3ccccc3CC1C)CS2 (stereo not given)	-21.0
Cn1cnnc1SCCNC(=O)c1ncc(-c2ccc(F)cc2)o1	-6.0
O=C(O)CCCC(=O)N1N=C(c2c(-c3ccccc3)c3cc(Br)ccc3[nH]c2=O)CC1c1ccccc1F (stereo not given)	21.0
O=C(NCCOc1ccccc1)Nc1ccc(OC(F)(F)F)cc1	-19.0
O=C(COc1cccc(Br)c1)NN=CC(=O)c1ccccc1	6.3
O=C1C=C(Cl)C2C=CC3=C4C2=C1C=CC4C(Cl)=CC3=O (stereo not given)	-5.0
COc1ccc2nc(-c3ccc(F)c(NC(=O)c4cccs4)c3)cn2n1	-4.0
CCc1nnc2ccc(N3CCN(S(=O)(=O)c4ccc(F)c(Cl)c4)CC3)nn12	-7.0
COC(=O)c1ccccc1NC(=O)Cn1c(=O)n(-c2ccc(OC)cc2OC)c(=O)c2ccccc21	-3.0
O=C(CSc1nnc(-c2ccc(F)cc2)o1)Nc1nccs1	-13.0
COc1ccc(-c2c(C#N)c(SCC(=O)NC[C@H]3CCCO3)nc3c2C(=O)CC(C)(C)C3)cc1	8.0
CC(=O)c1cccc(NC(=O)COc2cc(C)nc(N3CCC(C)CC3)n2)c1	-16.0
COc1ccc(-c2cnc(SCC(=O)Nc3ccc(F)cc3F)n2C)cc1	-14.0
CCn1nnc2c(N3CCN(C(=O)COc4ccc(Cl)cc4)CC3)ncnc21	-4.0
COc1ccccc1/C=C/C=NNC(=O)Cc1cccs1	-0.1
COc1cc(C(=O)OCC(=O)c2cccc3ccccc23)cc(OC)c1O	-3.0
NC(=O)c1ccccc1OCC#CCNC(=O)c1cc2ccccc2o1	-6.0
CCOC(=O)c1ccccc1NC(=O)Cn1nc(C(F)(F)F)n(C)c1=O	-9.0
O=C(NN=Cc1ccccn1)c1cccc([N+](=O)[O-])c1	-20.3
O=C(NCc1ccccn1)C1CN(c2nc3c(C(F)(F)F)cccc3s2)C1	2.0
COc1ccc(NC(=O)c2c(N)c(C(=O)c3cccs3)n3ccccc23)c(OC)c1	1.0
COc1ccc(S(=O)(=O)n2c(SCC(=O)Nc3ccc(C(C)C)cc3)nc3ccc(OC)cc32)cc1	-9.0&-1.0
COc1ccc(CCNC(=O)CSc2nnc(NC(=O)c3cccc(F)c3)s2)cc1OC	-11.0
O=C(NC1CSCC1=NO)c1ccccc1 (stereo not given)	-2.8
O=C(CCc1ccccc1)NC1CC(=O)N(c2ccc(F)cc2)C1 (stereo not given)	-4.0
O=C(COc1ccccc1)NCCN1CCn2cc(OCc3ccccc3)c(=O)cc2C1=O	-6.0
CS(=O)(=O)c1ccc(Nc2nc(CC(=O)Nc3ccc4c(c3)OCCO4)cs2)cc1	8.0

# (continued)
Molecule	SSB-PriA inh
O=C(C[n+]1ccc(C=NO)cc1)N(Cc1ccccc1)Cc1ccccc1	0.8
O=C(c1ccc(Cn2c(=O)[nH]c3ccccc3c2=O)cc1)N1CC=C(c2ccccc2)CC1	-10.0
Cc1ccc(F)cc1S(=O)(=O)NCCNc1cc(-n2cccn2)ncn1	-22.0
N#Cc1c(N=Cc2cc(Br)ccc2O)sc2c1CCCC2	2.0
CC(=NNC(=O)c1ccccc1)c1ccccc1F	-18.6
COc1c(Br)cc(C=Nn2c(-c3ccccc3)n[nH]c2=S)c(O)c1Br	1.9
Cc1cc(C)c(S(=O)(=O)N=C2C=C(Sc3ncn[nH]3)C(=O)c3ccccc32)cc1C	10.5
O=C(Nc1cc2ccccc2cc1NC(=O)c1cc([N+](=O)[O-])ccc1Cl)c1cc([N+](=O)[O-])ccc1Cl	-2.0
S=C(NC1Cc2ccccc2C1)N(Cc1ccccc1)Cc1ccccc1	-32.0
Cc1c(C)n2c3c(=O)n(CC(=O)c4ccc(F)cc4)c(=O)n(C)c3nc2n1Cc1ccco1	-17.0

# A run of entries of the results above:
Molecule	SSB-PriA inh
COC(=O)C1=C(N)Oc2cc(C)n(Cc3ccccn3)c(=O)c2C1c1ccc(C(F)(F)F)cc1 (stereo not given)	6.0
O=C(NCc1ccc(F)cc1)NCC(O)(c1ccccc1)C1CC1 (stereo not given)	5.0
Cc1nccn1-c1cc(N2CCN(C(=O)COc3ccc(-n4cccn4)nn3)CC2)ncn1	-4.0
O=c1[nH]c(=O)n(CCc2ccc(F)cc2)c(O)c1C=NN1CCCCC1	-3.3
Cc1nc2c(C)cccn2c1C(O)=C1C(=O)C(=O)N(CCN(C)C)C1c1ccncc1 (stereo not given)	3.9
O=C(CN1CCC(c2nnc(C(F)(F)F)o2)CC1)N1CCOCC1	-1.0
COc1cccc(OCC(=O)Nc2ccc3c(c2)CN(C(C)=O)CC3)c1	-7.0

# Going on with the list.
Molecule	SSB-PriA inh
O=C(Nc1ncn[nH]1)c1ncc(-c2ccc(Cl)cc2)o1	69.0*
Cc1nc(C)c(CC(=O)O)s1	0.0
CS(=O)(=O)Nc1cccc(-c2cc(-c3ccccc3)c3cc(Br)ccc3n2)c1	-11.0
O=c1nc(SCc2cccc(C(F)(F)F)c2)c2c(n1Cc1ccccn1)CCC2	-17.0
Cc1cc(C)c(S(=O)(=O)NC[C@H]2CC(=O)N(c3ccc(F)cc3)C2)c(C)c1	-14.0
